GAA glycogen: GAA glycogen-cleavage inhibition or activation | recombinant GAA, glycogen substrate, Amplex Red glucose oxidase fluorescence | actives 0.38% (n = 300,000) | Potency, µM (doses to about 76.4 µM), inactives show at the highest dose activity change, negative = inhibition, usual class: inhibitors | P10253; active = well fitted inhibition curve with a large enough effect; inconclusive = small, poorly fitted or top-dose-only effect, or another doubt; inactive = no such curve, though single readings can be large or run the other way;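 note: 0% = full enzyme reaction and -100% = no-enzyme basal signal; the screen sought inhibitors and activators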
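Recombinant human alpha-glucosidase (4 nM final) hydrolysed bovine liver glycogen (30 ug) for 40 min at 37 C in pH 5.0 citrate/phosphate with 0.01% Tween-20. Released glucose detected by glucose oxidase/Amplex Red, Ex 573/Em 610 nm. Compounds up to 77 uM; AC50 from Hill fits.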
Numbers without * were called inactive; ? = inconclusive; [ ] = dose if it differs, or a comment. Potency is the fitted concentration of half-maximal effect. Not all compounds are listed. The share of hits here may be higher or lower than overall.

GAA glycogen,smiles
4.5%,OC(CN1CCOCC1)(c1ccccc1)c1ccccn1 (stereo not drawn)
7.2%,COc1ccc(CC(=O)NCc2ccc(-n3cccc3)cc2)cc1OC
-0.6%[76.3 µM],COc1ccc(Cl)cc1NS(=O)(=O)c1cccc(C(=O)NCC(c2ccco2)N(C)C)c1 (stereo not drawn)
-22.3%[76.3 µM],Cc1cc(Br)ccc1NC(=S)NCCc1ccccc1
-4.7%[76.3 µM],Cc1nn(CC(=O)Nc2cccc(C(F)(F)F)c2)c(=O)c2cccn12
-26.1%[76.3 µM],CCCCCCc1c(C)c2ccc(OCC(=O)N3CCC[C@H]3C(=O)O)c(C)c2oc1=O
-1.1%[76.3 µM],Cc1ccc(-n2nc3c(N4CCC(C(=O)NCCc5cccs5)CC4)nnc(C)c3c2C)cc1
2.1%,C#CCn1ccc(O)c(Cc2ccccc2)c1=O
6.6%[76.3 µM],CC(=O)N1c2c(cc(Br)cc2S(=O)(=O)N2CCN(c3cccc(Cl)c3)CC2)CC1C (stereo not drawn)
-7.8%[76.3 µM],O=C(CSc1nc2nccnc2c(=O)n1CCc1c[nH]c2ccccc12)Nc1ccc(F)cc1
-11.4%,NS(=O)(=O)c1ccc(NC(=O)CSc2nnc(-c3ccc(O)cc3)o2)cc1
1.1%[76.3 µM],CC1CCCN(S(=O)(=O)c2ccc3c(c2)C(C)(C)C(=O)N3C)C1 (stereo not drawn)
-10.0%,Cc1ccccc1C(=O)NC1CCN(C(=O)NCc2ccccc2)CC1
-4.9%[76.3 µM],CCCCS(=O)(=O)CC(O)CSc1nc(-c2ccc(C)cc2)cc(-c2ccccc2)c1C#N (stereo not drawn)
-4.1%[76.3 µM],CCCCN(CC)C(=O)C1CCC(CNS(=O)(=O)c2cccc3nsnc23)CC1 (stereo not drawn)
-4.6%,COc1cc(NC(=O)NCCN2CCN(c3ccccc3)CC2)cc(OC)c1OC
-2.3%[76.3 µM],CCCc1nc2ccccc2n2c(-c3ccc(C)cc3)c3c(=O)n(C)c(=O)n(C)c3c12
0.0%,O=C(NCCc1ccccc1)c1ccc2c(c1)OCO2
-12.8%[76.3 µM],CC(C)[C@@H](COc1ccccc1)N1CCN(Cc2ccccc2)CCC1=O
10.9%[76.3 µM],COC(=O)c1ccc(NC(=O)CN(Cc2ccccc2)S(=O)(=O)c2ccc(Cl)cc2)cc1

Continuation:
GAA glycogen,smiles
-11.9%[76.3 µM],Cc1cccc(C)c1NC(=O)Cc1cccs1
-14.6%[76.3 µM],CCC(C)[C@H](NS(=O)(=O)c1ccc(C)cc1)C(=O)N1CCC(C(=O)N2CCC(C(=O)OC)CC2)CC1 (stereo partly drawn)
-20.2%[76.3 µM],COc1ccccc1NC(=O)C1CCN(S(=O)(=O)c2ccc3c(c2)NC(=O)CO3)CC1
9.8%[76.3 µM],Cc1ccccc1NC(=O)CCC(=O)N1CCSc2ccccc21
-16.1%,Cc1cccc(C)c1NC(=O)CSc1nc2c([nH]1)c(=O)n(C)c(=O)n2C
-2.4%[76.3 µM],CC1CC(C)CN(S(=O)(=O)c2ccc(C(=O)N3CC(C)OC(C)C3)cc2)C1 (stereo not drawn)
4.5%,NS(=O)(=O)c1ccc(CCN2C(=O)CCC2=O)cc1
5.5%[76.3 µM],O=C(/C=C/c1ccccc1Cl)NCCCn1ccnc1
5.0%,Cc1ccc(-c2nc(=O)[nH]c3ccccc23)cc1
-4.8%,COc1ccc(CNC(=O)c2cc(C(C)=O)c[nH]2)cc1
18.2%[76.3 µM],CC1CN(C(=O)CCC(=O)N2CCN(c3ccccn3)CC2)c2ccccc2O1 (stereo not drawn)
1.7%[76.3 µM],CCN(CC)C(=O)N1c2ccccc2Sc2ccccc21
-10.1%[76.3 µM],O=C(O)c1cccc(NC(=O)c2cc3cc(Br)cc(Br)c3oc2=O)c1
0.8%,CCN(CC)CCNC(=O)C(Oc1ccccc1)Oc1ccccc1
10.4%[76.3 µM],O=C(Nc1ccc(F)cc1F)C1CCN(c2ncccn2)CC1
-8.0%[76.3 µM],CC1Cc2cc(/C(O)=C3/C(=O)C(=O)N(Cc4cccnc4)C3c3cccc(O)c3)ccc2O1 (stereo not drawn)
?,COC(=O)c1c(C)sc(-c2c(-c3ccc(F)cc3)[nH]c3[nH]c(=O)[nH]c(=O)c23)c1O
1.4%[76.3 µM],Nc1cccc(CCc2ccncc2)c1
2.4%,COc1ccc(N(C(=O)c2snc(C(N)=O)c2N)C(C(=O)NC2CCCCC2)c2ccc(F)cc2)c(OC)c1 (stereo not drawn)
-13.7%[76.3 µM],CCOc1ccc(-n2c(Cc3ccccc3)nnc2SCc2nc(-c3ccccc3C)no2)cc1

More records
GAA glycogen,smiles
-5.9%[76.3 µM],Cc1ccc(NC(=O)CN2C(=O)c3cccnc3Oc3ccc(Cl)cc32)cc1
-6.3%[76.3 µM],Cc1cccc(CCN(CC(=O)NCc2ccc(F)cc2)C(=O)c2csnn2)c1
-11.0%[76.3 µM],CC(=O)N1CCN=C1SCc1cccc(C)c1
-7.5%[76.3 µM],Cc1ccccc1Cn1c(SCc2ccc(C(=O)NCc3cccs3)cc2)nc2ccncc21
1.9%,COc1ccc(/C=C2/C(=O)C(C)(C(C)C)CCC2C)cc1 (stereo not drawn)
-0.4%,S=C(Nc1cccnc1)N1CCc2ccccc21
-0.1%[76.3 µM],O=C(Cn1nnnc1CN1CCOCC1)N1CCC(c2cccc(Cl)c2)C1 (stereo not drawn)
-5.3%,CCCC(O)(c1ccc(Cl)cc1)C(CN1CCOCC1)c1ccc(Cl)cc1 (stereo not drawn)
0.2%,COc1c(C)cc(S(=O)(=O)NCc2ccco2)c(C)c1C
12.6%[76.3 µM],O=C(COc1ccccc1Cl)Nc1ccc(OCc2cc(=O)n3ccsc3n2)cc1
3.6%[76.3 µM],Cc1nn(C(C)C(=O)NC2CCCCC2)c(=O)c2c1sc1ccccc12 (stereo not drawn)
-4.6%,O=C(COc1ccccc1Cl)NCCNC(=O)c1cccnc1
-12.1%[76.3 µM],Brc1cccc(-c2nnn3c2nc(NCc2ccc4c(c2)OCO4)c2ccccc23)c1
1.4%[76.3 µM],Cc1c(NC(=O)CN(c2ccccc2)S(=O)(=O)c2ccc(F)cc2)c(=O)n(-c2ccccc2)n1C
1.0%[76.3 µM],CCOc1ccccc1N1CCN(C(=O)c2cn(CC3CCCCC3)nn2)CC1
-4.4%[76.3 µM],COC(=O)c1c(NC(=O)c2ccccc2C(=O)O)sc2c1CCCC2
5.1%[76.3 µM],Cc1cccc(N2CCN(C(=O)Cn3ncc4c5ccccc5n(C)c4c3=O)CC2C)c1 (stereo not drawn)
-2.6%[76.3 µM],CCOc1cc(C2NC(=O)c3ccccc3O2)ccc1OC(C)C (stereo not drawn)
6.1%,Cc1cccc(C(=O)Nc2cccc(C(=O)N/N=C/c3ccc4c(c3)OCO4)c2)c1
-0.8%[76.3 µM],COc1ccc(Cc2nc3ccc(C(=O)NC(C)c4cnn(C)c4)cc3o2)cc1 (stereo not drawn)

The results go on:
GAA glycogen,smiles
15.1%[76.3 µM],COc1ccc(C(=O)Nn2c(CC(C)C)nc3cc(Cl)ccc3c2=O)c(OC)c1
-5.3%[76.3 µM],CCC(C)c1ccccc1NC(=S)NC(=O)c1ccco1 (stereo not drawn)
0.8%[76.3 µM],CN(C)CCNC(=O)CN1C(=O)CSc2ccc(S(=O)(=O)N3CCCCC3)cc21
?,Clc1cccc(C2Nc3cccc4cccc(c34)N2)c1Cl
4.0%,O=C(CN1CCN(c2ccccc2F)CC1)N1CCc2ccccc21
1.8%[76.3 µM],CC(NC(=O)C1CCCC1)c1ccc(Br)cc1 (stereo not drawn)
0.9%[76.3 µM],COCCC1CCCCN1C(=O)c1cc(COc2cccc(C(C)=O)c2)on1 (stereo not drawn)
-2.2%[76.3 µM],CCOC(=O)N1CCN(S(=O)(=O)c2ccc(C(=O)N(CCCN(C)C)c3nc4ccc(Cl)cc4s3)cc2)CC1
-5.9%[76.3 µM],CSc1ccccc1NC(=O)c1cccc(S(=O)(=O)N2CCN(C)CC2)c1
-7.3%[76.3 µM],C=CCn1c(SCC(=O)NC2CC2)nnc1-c1cccc(OC)c1
17.9%[76.3 µM],CNC[C@H](CC1CCCCC1)NC[C@H](CO)NCC1(c2ccccc2)CC1
-2.4%[76.3 µM],CCC(C)NC(=O)c1ccc2nc(Cc3ccc(OC)cc3)oc2c1 (stereo not drawn)
-17.5%,Cc1ccc(CN(CC(O)COc2cccc3[nH]cc(C)c23)C(C)(C)C)cc1 (stereo not drawn)
4.5%[76.3 µM],O=C(CSc1nnc(CNC(=O)c2ccc(F)cc2)o1)c1ccccc1
-7.1%[76.3 µM],COc1cccc(CNCCSc2nnnn2-c2ccccc2)c1OC
18.0%[76.3 µM],CCn1cc(C(=O)N2CCN(c3ccccc3)CC2)c(=O)c2cc(S(=O)(=O)N3CCCC3)ccc21
1.3%[76.3 µM],CCc1ccc(CN(C)C(=O)C2CCC(=O)N(CCc3ccc(OC)cc3)C2)nc1 (stereo not drawn)
0.3%[76.3 µM],COc1ccc(C(=O)Nc2ccc3oc(-c4cc(Cl)ccc4Cl)nc3c2)cc1Br
13.4%[76.3 µM],CC1CCc2nn(CC(=O)Nc3ccccc3Cl)cc2C1 (stereo not drawn)
-6.2%[76.3 µM],CCc1ccc2nc(N(CCN(C)C)C(=O)c3ccc4ncsc4c3)sc2c1

(next part)
GAA glycogen,smiles
-1.9%[76.3 µM],Cc1c(Cl)cccc1NC(=O)NCc1ccccn1
-0.8%[76.3 µM],Cc1cc(C(=O)NCC(=O)Nc2c(C)cccc2C)c(C)o1
-0.3%[76.3 µM],COC(=O)c1ccc(CN2C(=O)NC(c3ccccc3)(c3ccccc3)C2=O)o1
-3.9%[76.3 µM],O=C(OCc1ccc(F)cc1)c1cccnc1Cl
-1.6%[76.3 µM],Cc1ncc(CN2CCCC(C(=O)Nc3ccc(-n4ccnc4C)cc3)C2)cn1 (stereo not drawn)
1.2%[76.3 µM],C[C@@H](NC(=O)[C@@H]1Cc2ccccc2CN1)C(=O)NC1CCCCC1
-3.7%[76.3 µM],COC(=O)C(NS(=O)(=O)c1ccc(N2CCCC2=O)cc1)c1ccccc1 (stereo not drawn)
-13.9%[76.3 µM],CCC(CC)C(=O)c1c[nH]c(C(=O)NC2CCCCCC2)c1
5.6%,COc1ccccc1CNS(=O)(=O)c1ccc(Cl)s1
-7.3%[76.3 µM],O=C(COc1ccc(Cl)cc1)NNC(=O)C(=O)NC1CCCCC1
-6.0%[76.3 µM],CCOc1ccc(C2CC(=O)Nc3cc4c(cc32)OCO4)cc1OC (stereo not drawn)
-12.6%[76.3 µM],COc1ccc(S(=O)(=O)c2cnc3ccc(Cl)cc3c2N2CCCCC2C)cc1 (stereo not drawn)
7.2%[76.3 µM],O=C(c1ccc(F)cc1)N1CCC(c2nc(-c3ccc(S(=O)(=O)N4CCCC4)cc3)no2)CC1
-17.4%,CCCCC(Br)C(=O)Nc1ccc(S(=O)(=O)Nc2cc(C)nc(C)n2)cc1 (stereo not drawn)
-1.9%[76.3 µM],CCn1c(=O)c(=O)n(CC)c2cc(N3CCCCC3)c(NC(=O)c3cccc(OC)c3)cc21
-13.1%[76.3 µM],CC(C)CCOc1ccc(Cn2c(=O)oc3ccccc32)cc1
-18.2%,COc1ccc(CNC(=O)Cc2c[nH]c3ccccc23)cc1OC
4.4%[76.3 µM],CC(C)COc1ccc(C(=O)Nc2nnc(S(=O)(=O)N(C)Cc3ccco3)s2)cc1
-6.9%[76.3 µM],Cc1ccc(-c2csc(NC(=O)CN3CCC(C(N)=O)CC3)n2)cc1
9.4%,Cc1cccn2c(=O)c3cc(C(=O)NCC4CCCO4)c(=N)n(C4CCCCC4)c3nc12 (stereo not drawn)
-5.1%[76.3 µM],CC(C)C(=O)NCC(c1ccc2c(c1)OCO2)N1CCOCC1 (stereo not drawn)

Assay outcomes (PubChem)
